# TEAD-YAP inh = TEAD-YAP interaction inhibition | inhibition, % at 9.12 µM | HEK-TIYL cells, TEAD-Gal4/YAP UAS-luciferase luminescence | AID 1259422 | 640,000 tested, 1.4% active; in the data active = inhibition above about 32%;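 also: 0% = median of test compound wells and 100% = reference inhibitor wells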
# FBW7 activator = human FBW7 E3 ligase activation, primary screen. Q969H0. AlphaScreen FBW7–phospho-cyclin E peptide binding, activator screen. normalized activity (activation), % at 26.1 µM. 650,000 tested, 0.13% active. AID 1259310; in the data active = normalized activity above about 1.9%;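 also: purified mutant Fbw7 with reduced substrate affinity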
# Target sequence (Q969H0 whole entry, looked up): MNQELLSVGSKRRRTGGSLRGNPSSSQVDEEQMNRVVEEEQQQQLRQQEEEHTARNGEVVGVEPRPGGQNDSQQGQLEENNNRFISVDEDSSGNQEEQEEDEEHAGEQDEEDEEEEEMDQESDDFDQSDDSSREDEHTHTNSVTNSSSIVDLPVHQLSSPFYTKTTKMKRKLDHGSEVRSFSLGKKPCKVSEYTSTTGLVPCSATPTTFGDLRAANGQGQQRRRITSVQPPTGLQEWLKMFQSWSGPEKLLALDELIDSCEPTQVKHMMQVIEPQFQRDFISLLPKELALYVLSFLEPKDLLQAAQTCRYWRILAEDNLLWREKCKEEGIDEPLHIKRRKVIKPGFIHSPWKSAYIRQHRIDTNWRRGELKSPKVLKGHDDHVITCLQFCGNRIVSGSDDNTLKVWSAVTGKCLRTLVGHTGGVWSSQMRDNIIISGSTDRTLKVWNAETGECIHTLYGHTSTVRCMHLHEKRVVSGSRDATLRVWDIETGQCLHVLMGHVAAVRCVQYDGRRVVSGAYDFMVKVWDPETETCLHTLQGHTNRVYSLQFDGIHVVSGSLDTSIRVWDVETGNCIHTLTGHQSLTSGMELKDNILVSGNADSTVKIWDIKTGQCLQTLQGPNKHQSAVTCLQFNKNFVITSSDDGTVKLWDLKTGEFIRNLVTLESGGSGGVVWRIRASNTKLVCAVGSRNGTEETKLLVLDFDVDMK
# GPR151 activ = human GPR151 activation; Q8TDV0; 650,000 tested, 1% active; activation, % at 11.2 µM; PathHunter beta-arrestin GPR151 cells, luminescence; in the data active = activation above about 4.9%;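 also: 0% = median of compound wells and 100% = cells with positive control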
# Target sequence (Q8TDV0 whole entry, looked up): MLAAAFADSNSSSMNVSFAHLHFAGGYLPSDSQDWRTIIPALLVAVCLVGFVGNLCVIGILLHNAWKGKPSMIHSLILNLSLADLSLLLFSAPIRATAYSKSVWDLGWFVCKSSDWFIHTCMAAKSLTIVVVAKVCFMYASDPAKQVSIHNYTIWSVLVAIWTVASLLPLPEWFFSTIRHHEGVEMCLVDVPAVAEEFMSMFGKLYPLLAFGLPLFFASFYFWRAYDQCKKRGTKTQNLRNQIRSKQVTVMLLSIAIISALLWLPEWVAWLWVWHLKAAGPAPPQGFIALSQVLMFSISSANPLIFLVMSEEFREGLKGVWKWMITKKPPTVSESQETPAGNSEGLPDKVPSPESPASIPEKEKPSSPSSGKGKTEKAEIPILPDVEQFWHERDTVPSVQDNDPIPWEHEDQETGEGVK
# MITF inh = human MITF inhibition, primary screen | AlphaScreen MITF homodimerization, bead proximity signal | inhibition, % at 2.6 µM | 650,000 tested, 0.91% active | AID 1259374; in the data active = inhibition above about 50%;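 also: 0% = vehicle wells with protein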
# * hit, by the source's call. Hits appear at their usual frequency. Share with any hit: about 3.4%.
SMILES,TEAD-YAP inh,FBW7 activator,GPR151 activ,MITF inh
CSc1cccc([C@@H]2C[C@H]3CN(Cc4cccnc4)C(=O)[C@]34CCCN24)c1,2,0.0,0.9,1
COc1ccccc1N1CCN(C2CCCN(C(=O)C3=CCCC3)C2)CC1 (stereo not drawn),4,-0.1,3.4,8
Cc1ccc(C(=O)NC(C)(C)C)cc1I,-5,0.1,0.9,-12
COC(=O)c1cnn2c(C)c(Cc3ccccc3)c(C)nc12,-7,0.6,-1.0,4
CCOC(=O)c1cnn(S(=O)(=O)c2ccc(C)cc2)c1N,1,0.0,-0.1,7
Cc1cc2nc(NC3=NCN(Cc4ccc5c(c4)OCO5)CN3)nc(C)c2cc1C,2,0.0,3.7,7
CCN1Cc2cccc(C(=O)Nc3cc(C)cc(C)c3)c2C1=O,11,0.2,-1.4,12
COc1ccc(OC)c(Cc2nnc(CCC(=O)NC(C)c3nccs3)o2)c1 (stereo not drawn),-3,-0.1,0.5,-9
COc1cc(OC)cc(C(=O)N2CCOCC2)c1,5,0.1,1.6,1
COC(=O)c1sc2cc([N+](=O)[O-])cc(OCC(F)(F)F)c2c1N,4,-0.2,-0.3,-6
O=C1NC(=O)/C(=C\c2ccc(Cl)c(Cl)c2)N1,-4,0.1,0.9,11
Cc1ccc2cc(CN(Cc3ccco3)C(=O)c3ccco3)c3nnnn3c2c1,-13,0.2,-0.6,-15
CC(C)Oc1ccc(CNS(=O)(=O)c2ccc3ccccc3c2)cc1,7,-0.2,-0.8,-17
Cc1nc(SCC(=O)c2ccc(F)cc2)c([N+](=O)[O-])[nH]1,5,0.7,-2.2,12
O=C(CCC(=O)OCc1ccc(Cl)cc1)Nc1cccc([N+](=O)[O-])c1,-5,-0.2,0.3,-5
NC(=O)NC(=O)COC(=O)/C=C/c1ccccc1Cl,-1,0.0,1.7,-5
O=C(CN(c1cccc([N+](=O)[O-])c1)S(=O)(=O)c1ccccc1)NCCSCc1ccc(Cl)cc1,16,0.2,-0.3,-2
Cc1ccc(OCC(=O)Nc2ccc(F)cc2)c(Br)c1,-6,0.0,-1.1,-9
COc1ccccc1N(CC(O)CN1CCN(C)CC1)S(=O)(=O)c1ccc(C)cc1 (stereo not drawn),-1,0.0,-0.3,5
CCC(C)NC(=O)C/C(C)=N/NC(=O)c1cccc(C)c1O (stereo not drawn),-29,0.0,-0.4,-9
O=c1ccc2c(o1)/C(=C/C=C(Cl)Cl)CCC2,-3,0.2,-0.3,2
Cc1cc(Nc2nc3ccccc3n3nnnc23)n(-c2ccccc2)n1,-5,0.0,0.2,-5
COc1ccc(C2CN(Cc3ccccc3)CC2C(=O)Nc2ccc3[nH]ncc3c2)cc1 (stereo not drawn),6,0.0,0.2,-15
N#C/C(=C\c1ccc(-c2ccc(C(=O)O)cc2)o1)C(=O)Nc1ccc(O)cc1,-28,-0.7,-0.7,17
CCOc1ccccc1-n1c(=S)sc2c(=O)n(-c3ccc(F)cc3)c(SCc3ccccc3C)nc21,1,-0.1,-1.2,5
CC(=O)OCCNc1cc(N2CCOCC2)c2noc3c2c1C(=O)c1ccccc1-3,-1,-0.2,-1.8,32
CC(C)(CO)NC(=O)Cc1cc2ccccc2n1Cc1ccccc1,-3,0.0,-1.0,10
CC1=C(C(=O)NCc2ccc3c(c2)OCO3)C2(CCC(C)CC2)OC1=O (stereo not drawn),1,-0.1,-0.5,6
Cc1cccn2c(=O)c3cc(C(N)=S)c(=N)n(Cc4cccnc4)c3nc12,0,-0.1,0.8,5
O=C(O)c1c[nH]c2ccc(S(=O)(=O)NCCCN3CCCC3=O)cc2c1=O,4,0.0,1.3,17
COc1ccc2c(c1)CC(C(=O)Nc1nc3ccc(-c4cn[nH]c4C)cc3s1)CO2 (stereo not drawn),53*,0.1,-1.5,23
CCNC(=O)C(=O)NCC1OCCCN1S(=O)(=O)c1ccc(OC)c(C)c1 (stereo not drawn),-7,-0.3,0.4,-4
CCCCN(C)C(=O)CC1(c2ccccc2C)CC(=O)N(CCN(C)C)C1=O (stereo not drawn),-2,0.0,0.9,-6
Cc1cc(C)cc(NS(=O)(=O)c2c(C)cc(C)cc2C)c1,-2,0.0,-0.3,7
COc1ccc(/C=C2\C(=O)NC(=O)N(c3cccc(Cl)c3Cl)C2=O)cc1,-7,-0.1,3.1,-15
Cc1nc2ccc([N+](=O)[O-])cc2c(-c2ccccc2)c1CC(=O)O,-10,0.0,-1.3,-12
C=CCc1cccc2cc(C(=O)N3CCN(C(=O)OCC)CC3)c(=O)oc12,5,-0.1,-1.3,7
CC(C)(C)c1cc(Sc2nc(C#N)c(Cl)cc2Cl)cc(C(C)(C)C)c1O,-4,0.1,0.4,5
O=C(CC1S/C(=N\N=C\c2c[nH]c3ccccc23)NC1=O)c1ccccc1 (stereo not drawn),6,0.1,1.2,6
CCCNc1nc(Nc2ccncn2)nc2c1ncn2-c1ccccc1,-8,0.6,-2.2,-2
COn1c(=O)c(-c2ccccc2)[n+]([O-])c2ccccc21,-7,0.2,-1.1,21
CCOC(=O)c1ccc(C(=O)N(NC(=O)C(O)(c2ccc(Cl)cc2)c2ccc(Cl)cc2)c2ccccc2)cc1,15,-0.1,-0.7,-1
CCOC(=O)/C=C/C(=O)Nc1ccc(S(=O)(=O)NC(C)=O)cc1,3,-0.3,2.0,-8
Cc1c(C(=O)Nc2cccnc2)cccc1[N+](=O)[O-],-5,-0.1,0.2,-14
O=C(Nc1nnc(-c2ccccc2Cl)o1)C1CCCCC1,-1,0.1,-1.4,1
Cn1ccnc1Sc1cc(Cl)ccc1[N+](=O)[O-],-1,0.0,-0.1,10
Cc1ccnc(NC(=O)CCCCC(=O)Nc2cc(C)ccn2)c1,2,0.0,1.5,6
CC(C)c1nnc2n1CCN(Cc1ccc(CN3CCCCC3)s1)CC2,-3,-0.1,1.9,-4
O=C(c1ccc(NC(=O)C2(c3ccccc3)CCCC2)cc1)N1CCOCC1,2,0.2,0.2,20
O=C(O)c1ccc(N2CCC3(CC2)OCCO3)c([N+](=O)[O-])c1,3,0.7,0.1,9
O=C(CCCN1C(=O)c2ccccc2C1=O)Nc1cccc2c1CCCC2,7,0.0,4.0,0
Cc1cc(NC(=O)NC2(C(F)(F)F)Oc3cc(Cl)c(Cl)cc3O2)ccc1Br,1,-0.4,-0.3,-1
O=C1N[C@@H](Cc2ccc(O)cc2)C(=O)N2CCN(Cc3cnn(-c4ccc(F)cc4)c3)C[C@H]12,-8,-0.1,-1.2,0
COC(=O)/C(C#N)=C/c1c(Oc2ccccc2F)nc2ccccn2c1=O,0,0.0,0.2,12
CCCCC(CC)C(=O)Nc1ccccc1C(=O)NC(C)C (stereo not drawn),2,0.3,1.0,8
COC(=O)C1=NN(C(C)(C)CC(C)=O)C2C(=O)N(C3CCCCC3)C(=O)C12 (stereo not drawn),-8,-0.1,0.0,-12
NNC(=O)c1ccccc1-n1cccc1,6,0.1,0.0,12
CCC(C)NC(=O)C1CC(=O)N(c2ccc(OC)cc2)C1 (stereo not drawn),9,0.4,-0.1,3
COc1nc(N/N=C/c2ccccc2Cl)nc(N2CCOCC2)n1,-14,0.0,2.0,1
Cn1ccnc1C(NC(=O)c1cnccn1)c1ccccc1 (stereo not drawn),-5,0.0,-0.2,0

# (cont.)
SMILES,TEAD-YAP inh,FBW7 activator,GPR151 activ,MITF inh
CCOC(=O)C1CCC(CN(Cc2cccc(Br)c2)S(=O)(=O)c2cccc(Cl)c2)CC1 (stereo not drawn),0,-0.2,-1.0,-3
O=C(O)c1cc(NCc2ccccc2F)ccc1N1CCOCC1,-5,-0.1,0.9,1
Cc1cc(C)nc(-n2ncc(C#N)c2N)n1,10,0.2,1.0,6
Cc1cccnc1N1C(=O)c2ccc(Br)cc2C1=O,1,-0.3,1.4,2
Cc1cc(C)cc(Oc2c(C(F)(F)F)oc3cc(OCC(=O)OC(C)C)ccc3c2=O)c1,-4,-0.3,-1.1,-2
NC(=O)C1(C(N)=O)OC1c1ccc(Br)cc1 (stereo not drawn),7,-0.1,0.2,-8
CCOC(=O)C(C)N1C(=O)S/C(=C/c2ccc(N3CCOCC3)c([N+](=O)[O-])c2)C1=O (stereo not drawn),5,-0.2,2.3,24
COc1ccc(CCNC(=O)CCn2c(SCc3cc(=O)n4cc(Cl)ccc4n3)nc3ccccc3c2=O)cc1OC,5,0.1,1.0,7
CCc1ccc(C(=O)CSc2nnc(N)s2)cc1,-41,0.0,-0.4,8
COC(=O)c1ccc(CSc2cc(C)[nH]c(=O)n2)o1,-9,0.9,-0.1,17
COC(=O)c1ccc(NC(=O)CN2CCN(c3nc(-c4ccccc4)cs3)CC2)cc1,9,-0.2,-1.3,-5
O=C1Nc2ccccc2C12OCC(CCl)O2 (stereo not drawn),-10,0.2,0.5,0

# Record cards (already shown):
# O=C(CCC(=O)OCc1ccc(Cl)cc1)Nc1cccc([N+](=O)[O-])c1 as listed: TEAD-YAP inh: -5; FBW7 activator: -0.2; GPR151 activ: 0.3; MITF inh: -5
# COC(=O)C1=NN(C(C)(C)CC(C)=O)C2C(=O)N(C3CCCCC3)C(=O)C12 (stereo not drawn) as listed: TEAD-YAP inh: -8; FBW7 activator: -0.1; GPR151 activ: 0.0; MITF inh: -12
# COc1ccc(C2CN(Cc3ccccc3)CC2C(=O)Nc2ccc3[nH]ncc3c2)cc1 (stereo not drawn) as listed: TEAD-YAP inh: 6; FBW7 activator: 0.0; GPR151 activ: 0.2; MITF inh: -15

# The listing continues.
SMILES,TEAD-YAP inh,FBW7 activator,GPR151 activ,MITF inh
O=C(/C=C/c1c(F)cccc1Cl)Nc1ncccn1,-44,0.0,-1.2,-8
O=C(CCCC(=O)OCC(=O)c1ccc(F)cc1)Nc1ccc([N+](=O)[O-])cc1,0,0.0,4.1,-13
CCc1ccc(NC(=O)CS(=O)CC(=O)Nc2cc(C(F)(F)F)ccc2F)cc1 (stereo not drawn),12,0.0,-0.4,14
COC1(c2cc(-c3ccccc3)nc(N)n2)CCCCC1,-7,0.1,2.2,3
COC(=O)[C@@H](NC(=O)c1ccccc1Oc1cc(OC)nc(OC)n1)C(C)C,-10,0.1,-1.2,3
COc1cc(/C=C2/N=C(c3ccc(Br)o3)OC2=O)cc(OC)c1OC,5,-0.2,-0.4,4
CCNc1nc2ccccn2c(=O)c1/C=C1\SC(=S)N(Cc2ccco2)C1=O,0,-0.2,4.9,-4
Cc1nc(N)sc1-c1csc(Nc2ccc([N+](=O)[O-])cc2)n1,-4,-0.3,-1.7,16
O=C1CC(N2CCC(O)(c3ccc(Cl)cc3)CC2)C(=O)N1c1ccc(F)cc1 (stereo not drawn),8,0.1,-1.0,-7
Cc1cc(NC(=O)CCN2C(=O)c3ccncc3C2=O)ccc1Br,1,0.0,0.9,-21
N#C/C(=C\c1ccc(-c2cccc(C(=O)O)c2)o1)c1nc2ccccc2[nH]1,-3,0.0,-0.5,19
CCCNC(=O)CN(C1CCCCC1)S(C)(=O)=O,-1,0.2,0.2,11

# Random excerpt: 4 entries already listed.
SMILES,TEAD-YAP inh,FBW7 activator,GPR151 activ,MITF inh
N#C/C(=C\c1ccc(-c2cccc(C(=O)O)c2)o1)c1nc2ccccc2[nH]1,-3,0.0,-0.5,19
CCc1ccc(NC(=O)CS(=O)CC(=O)Nc2cc(C(F)(F)F)ccc2F)cc1 (stereo not drawn),12,0.0,-0.4,14
COC1(c2cc(-c3ccccc3)nc(N)n2)CCCCC1,-7,0.1,2.2,3
Cc1cc(NC(=O)CCN2C(=O)c3ccncc3C2=O)ccc1Br,1,0.0,0.9,-21

# Other records:
SMILES,TEAD-YAP inh,FBW7 activator,GPR151 activ,MITF inh
CC1CCc2c(sc3ncnc(N4CCOCC4)c23)C1 (stereo not drawn),7,0.2,-1.3,17
Cc1ccc2nc(N3CCN(C(=O)CCC(=O)O)CC3)nc(-c3ccccc3)c2c1,-13,0.1,1.1,-10
CCCCc1oc2c(c(=O)c1CC)C(=O)CC(C)(C)C2,-2,0.0,0.6,-7
Cc1nnc(SCCCCSc2nnc(C)n2N)n1N,2,0.8,-1.2,12
O=C1OC(c2ccccc2)=N/C1=C\c1ccc(F)cc1,2,-0.1,1.0,-4
CCCn1c(=O)[nH]c(=O)c2c(C(=O)O)cc(-c3ccccc3)nc21,-1,-0.1,1.1,-6
Cc1nc(C)c(C(=O)Nc2nc(-c3ccc(Br)cc3)c(C)s2)s1,0,0.0,-0.9,-2
O=C1C(c2ccc(F)cc2)N(CCc2ccc(Cl)cc2)C(=O)CN1C1CCCC1 (stereo not drawn),0,0.6,-1.5,2
NC(=O)C(=O)O,4,0.0,-0.3,-1
COc1ccc(OC)c(C2CC(c3cccc(Br)c3)Nc3ncnn32)c1 (stereo not drawn),4,0.0,-0.2,-1
Cc1ccc(-c2ccc3c(c2)CC(CNC(=O)CCc2ccco2)O3)nc1 (stereo not drawn),-45,-0.1,6.4*,-1
Cc1ccc(CNCc2ccccn2)o1,1,-1.7,-1.2,27
Cc1ccc(NC(=O)C2C3C=CC4(CN(Cc5cccnc5)C(=O)C24)O3)cc1F (stereo not drawn),11,0.0,0.2,9
CC(Oc1cc(Cl)ccc1Cl)C(=O)NNC(=O)c1cc2nc(-c3ccccc3)cc(C(F)(F)F)n2n1 (stereo not drawn),-1,0.0,0.2,1
CN1C(=O)C(O)(CC(=O)c2ccco2)c2cc([N+](=O)[O-])ccc21 (stereo not drawn),-3,0.1,2.4,11
COc1ccc(NC(=O)CN2CCN(S(=O)(=O)c3ccc(Cl)cc3)CC2)c(OC)c1,-8,0.3,0.2,5
CC(C)CC(=O)C(=O)NCC1CCC2(CCN(C(=O)c3ccoc3)CC2)O1 (stereo not drawn),1,0.7,-0.7,11

# Source: PubChem BioAssay (The Scripps Research Institute Molecular Screening Center)
